Screens from PubChem.
mIAP inh – mouse IAP inhibition; purified mouse IAP, CDP-Star luminescence, 30 min; 330,000 tested, 0.2% active; inhibition, % at 10 µM; AID 2806;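 active means inhibition of at least 40% at 10 µM in the primary screen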;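 further: plate controls were DMSO with enzyme for no effect and no enzyme wells for full effect; values of inactives mirror those of a sister screen read the other way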
mIAP activ – mouse IAP activation | activation factor at 10 µM | 330,000 tested, 0.24% active | muIAP, CDP-Star luminescence, 30 min; active compounds read high; 1 = vehicle-only enzyme signal, 0 = enzyme-free wells;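 active means activation factor of at least 2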; further: the source names both 10 and 20 µM as test concentration; values of inactives mirror those of a sister screen read the other way
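System: Mouse IAP enzyme | Also added: CDP-Star substrate | Dosing: Compounds dispensed in DMSO | Schedule: 30 min enzyme-substrate-compound incubation at room temperature | Technique: Chemiluminescence readout | Control set: DMSO-only wells and no-enzyme negative control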
tim10-1 inh – growth inhibitors of tim10-1 mutant yeast | AID 463190 | 330,000 tested, 2.2% active | S. cerevisiae tim10-1 ts strain growth, BacTiter-Glo, 24 h | inhibition, % at 20 µM;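 active means inhibition of at least 40%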;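 further: mutant grown at 25 °C; 0% = DMSO wells with yeast and 100% = wells holding no yeast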
MIN6 prolif – MIN6 beta-cell proliferation induction | AID 2380 | 330,000 tested, 0.29% active | proliferation, % at 10 µM | MIN6 cells proliferation, ATPlite luminescence, 48 h; cells starved in 0.2% serum; 100% = growth in 10% serum;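 active means compounds whose signal lies at least 3.5 SD above the mean of all wells on their plate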;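 further: 0% = DMSO-treated cells in low-serum medium and 100% = 10% serum control; some compounds called inactive have numbers as strong as hits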
APOBEC3A inh – inhibitors of human APOBEC3A DNA deaminase; P31941; 330,000 tested, 0.41% active; inhibition, % at 20 µM; recombinant A3A, FAM/TAMRA ssDNA deamination fluorescence; AID 493011;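 active means at least 40% inhibition at 20 µM here, with at most 30% in a related deaminase screen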;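 further: plate controls were A3A with DMSO for no effect and wells lacking A3A enzyme for full effect; some results filed as inactive read as strong as hits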
NALP3 yeast inh – inhibitors of NALP3 inflammasome in yeast; Yeast reconstituted NLRP3/ASC/caspase-1, beta-gal luminescence, 24 h; inhibition, % at 10 µM; 330,000 tested, 0.39% active; AID 2825;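 active means inhibition of 50% or more; inactive means inhibition below 50%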;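 further: plate controls were induced DMSO wells for no effect and uninduced yeast grown without galactose for full effect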
TIM10 inh – inhibits growth of TIM10 yeast strain; S. cerevisiae TIM10 strain growth, BacTiter-Glo luminescence, 24 h; inhibition, % at 10 µM; 330,000 tested, 1.4% active; AID 463195;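 active means inhibition of 40% or more at the single tested concentration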;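 further: wild-type TIM10 isogenic control strain grown at permissive 25 °C; 0% = DMSO yeast wells and 100% = minimal medium wells without yeast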
hIAP inh – blocks human intestinal alkaline phosphatase | AID 2544 | 330,000 tested, 0.12% active | inhibition, % at 10 µM | P09923 | purified IAP, CDP-Star luminescence, 30 min;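 active means inhibition reaching a set limit with compound at 10 µM in the primary screen, cut at about 35% in these data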;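 further: plate controls were DMSO wells with enzyme for no effect and no-enzyme buffer wells for full effect; values of inactives mirror those of a sister screen read the other way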
Target sequence (P09923 whole entry, looked up): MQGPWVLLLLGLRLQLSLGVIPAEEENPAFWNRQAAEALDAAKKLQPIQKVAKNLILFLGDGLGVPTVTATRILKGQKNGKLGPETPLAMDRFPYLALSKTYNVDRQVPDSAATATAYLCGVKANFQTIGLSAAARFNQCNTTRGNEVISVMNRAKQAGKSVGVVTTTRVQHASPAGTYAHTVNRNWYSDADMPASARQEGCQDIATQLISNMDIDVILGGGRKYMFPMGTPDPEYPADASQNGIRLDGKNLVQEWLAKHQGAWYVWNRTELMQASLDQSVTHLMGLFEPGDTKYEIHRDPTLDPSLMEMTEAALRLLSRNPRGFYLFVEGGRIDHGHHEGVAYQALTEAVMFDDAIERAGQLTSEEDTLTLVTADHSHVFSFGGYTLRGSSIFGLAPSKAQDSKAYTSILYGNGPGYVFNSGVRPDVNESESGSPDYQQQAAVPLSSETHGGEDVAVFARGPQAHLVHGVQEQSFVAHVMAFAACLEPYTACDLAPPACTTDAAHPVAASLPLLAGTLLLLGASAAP
A3G deaminase – blocks human APOBEC3G single-stranded DNA deamination. 330,000 tested, 0.28% active. recombinant A3G, ssDNA deamination FAM/TAMRA fluorescence. inhibition, % at 20 µM;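 active means inhibition of at least 40% at 20 µM, with no more than 30% in the related APOBEC3A deaminase screen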;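 further: plate controls were DMSO wells with A3G for no effect and wells lacking A3G enzyme for full effect; some compounds called inactive have numbers as strong as hits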
Target sequence (Q9HC16 whole entry, looked up): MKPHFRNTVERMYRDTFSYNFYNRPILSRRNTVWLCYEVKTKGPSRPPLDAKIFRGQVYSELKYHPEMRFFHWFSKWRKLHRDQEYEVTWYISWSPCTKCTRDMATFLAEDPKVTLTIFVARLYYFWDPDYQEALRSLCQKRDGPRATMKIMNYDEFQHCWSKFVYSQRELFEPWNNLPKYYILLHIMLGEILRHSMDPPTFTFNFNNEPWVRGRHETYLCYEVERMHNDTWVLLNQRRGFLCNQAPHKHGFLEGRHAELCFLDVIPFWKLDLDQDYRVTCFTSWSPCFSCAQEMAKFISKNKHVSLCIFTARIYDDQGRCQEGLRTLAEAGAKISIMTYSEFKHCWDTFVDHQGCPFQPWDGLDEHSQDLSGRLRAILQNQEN
* marks the source's active call; other numbers are inactive results.

SMILES	mIAP inh	mIAP activ	tim10-1 inh	MIN6 prolif	APOBEC3A inh	NALP3 yeast inh	TIM10 inh	hIAP inh	A3G deaminase
Cc1nnc(SCC(=O)N2CC(=O)Nc3ccccc32)n1C	3	0.97	-3	1	-2	9	3	15	-8
O=C(OCc1cccc(F)c1)c1ccc2c(c1)-c1ccccc1C2=O	14	0.86	28	-3	1	12	0	-12	-1
N#C/C(=C\c1ccco1)C(=O)NCC1CCCO1 (stereo not drawn)	4	0.96	-14	0	11	15	0	12	1
O=C(Nc1ccc(S(=O)(=O)Nc2nccs2)cc1)c1cc(-c2ccccc2Cl)nc2ccccc12	0	1	13	-1	-1	6	3	-2	-2
CCc1ccc(C(C)NC(=O)c2cc(C)oc2C)cc1 (stereo not drawn)	-1	1	24	-4	-3	-7	27	7	-4
COC(=O)C1=C2c3[nH]c4ccccc4c3CCN2C(=O)CC1	10	0.9	-7	-3	4	38	-4	-6	-4
CCOC(=O)c1[nH]c(C)c(C(=O)Nc2cc(Cl)ccc2C)c1C	4	0.96	10	-5	-2	8	11	7	-5
CCOC(=O)C(C)n1cnc2c(nnn2-c2ccc(C)cc2)c1=O (stereo not drawn)	-2	1	15	3	0	-3	5	-11	-3
Cc1ccc(C)c(OC(C)C(=O)Nc2nccs2)c1 (stereo not drawn)	5	0.95	13	-2	-3	1	-4	-14	-12
Cc1ccc(C(C)C)c(OCC(=O)NNC(=O)Cn2[nH]c(=O)c3ccccc3c2=O)c1	9	0.91	0	5	0	-11	1	-46	-2
COC(=O)Cc1ccc(NC(=S)Nc2ccccn2)cc1	3	0.97	20	-1	2	34	-29	5	0
O=C(N/N=C/c1ccc(Cl)cc1)c1ccc2c(c1)OCO2	12	0.89	-7	-3	-3	23	-1	-4	-9
CC(C)CN(C(=O)CSc1nnc2ccccn12)C1CCS(=O)(=O)C1 (stereo not drawn)	-2	1	-4	-1	3	-4	2	-13	-2
O=C(Nc1nc(-c2ccc(Cl)cc2Cl)cs1)c1ccc(OCC2CCCO2)cc1 (stereo not drawn)	-3	1	21	-6	0	23	16	-7	3
Cc1ccc(CC(=O)Nc2cccc([N+](=O)[O-])c2)cc1	8	0.92	29	2	0	20	21	10	-5
CCOc1ccc(OCCC(=O)Nc2ccc(F)cc2C)cc1	2	0.98	6	-4	5	21	3	0	0
COC(=O)N/N=C/c1cn(Cc2c(Cl)cccc2Cl)c2ccccc12	-4	1	17	0	-2	9	23	15	-1
O=c1cc(CSc2ccc(Cl)cc2)nc(N2CCOCC2)[nH]1	0	1	32	-3	-4	15	-15	-2	-5
Cc1ccccc1C(=O)NC(=S)N(C)CCc1ccccn1	-5	1.1	-5	-1	-3	-9	1	5	-9
CC(C)n1c(CCCO)nc2ccccc21	0	0.99	12	-3	-1	11	-18	-5	-3

Ordered by length of the SMILES (lowest first): some entries from above
SMILES	mIAP inh	mIAP activ	tim10-1 inh	MIN6 prolif	APOBEC3A inh	NALP3 yeast inh	TIM10 inh	hIAP inh	A3G deaminase
CC(C)n1c(CCCO)nc2ccccc21	0	0.99	12	-3	-1	11	-18	-5	-3
N#C/C(=C\c1ccco1)C(=O)NCC1CCCO1 (stereo not drawn)	4	0.96	-14	0	11	15	0	12	1
Cc1ccc(C)c(OC(C)C(=O)Nc2nccs2)c1 (stereo not drawn)	5	0.95	13	-2	-3	1	-4	-14	-12
COC(=O)Cc1ccc(NC(=S)Nc2ccccn2)cc1	3	0.97	20	-1	2	34	-29	5	0
Cc1ccccc1C(=O)NC(=S)N(C)CCc1ccccn1	-5	1.1	-5	-1	-3	-9	1	5	-9
O=C(N/N=C/c1ccc(Cl)cc1)c1ccc2c(c1)OCO2	12	0.89	-7	-3	-3	23	-1	-4	-9
COC(=O)C1=C2c3[nH]c4ccccc4c3CCN2C(=O)CC1	10	0.9	-7	-3	4	38	-4	-6	-4
O=C(OCc1cccc(F)c1)c1ccc2c(c1)-c1ccccc1C2=O	14	0.86	28	-3	1	12	0	-12	-1
CCOC(=O)c1[nH]c(C)c(C(=O)Nc2cc(Cl)ccc2C)c1C	4	0.96	10	-5	-2	8	11	7	-5
CC(C)CN(C(=O)CSc1nnc2ccccn12)C1CCS(=O)(=O)C1 (stereo not drawn)	-2	1	-4	-1	3	-4	2	-13	-2
O=C(Nc1nc(-c2ccc(Cl)cc2Cl)cs1)c1ccc(OCC2CCCO2)cc1 (stereo not drawn)	-3	1	21	-6	0	23	16	-7	3
Cc1ccc(C(C)C)c(OCC(=O)NNC(=O)Cn2[nH]c(=O)c3ccccc3c2=O)c1	9	0.91	0	5	0	-11	1	-46	-2
O=C(Nc1ccc(S(=O)(=O)Nc2nccs2)cc1)c1cc(-c2ccccc2Cl)nc2ccccc12	0	1	13	-1	-1	6	3	-2	-2

Reprinted at random: two compounds from above, in no set order.
SMILES	mIAP inh	mIAP activ	tim10-1 inh	MIN6 prolif	APOBEC3A inh	NALP3 yeast inh	TIM10 inh	hIAP inh	A3G deaminase
CCOc1ccc(OCCC(=O)Nc2ccc(F)cc2C)cc1	2	0.98	6	-4	5	21	3	0	0
Cc1ccc(C(C)C)c(OCC(=O)NNC(=O)Cn2[nH]c(=O)c3ccccc3c2=O)c1	9	0.91	0	5	0	-11	1	-46	-2

Following part:
SMILES	mIAP inh	mIAP activ	tim10-1 inh	MIN6 prolif	APOBEC3A inh	NALP3 yeast inh	TIM10 inh	hIAP inh	A3G deaminase
CN(Cc1ccc(Cl)cc1Cl)C(=O)CNC(=O)c1ccco1	-2	1	2	6	-1	1	-2	-20	-8
O=C(N/N=C/c1ccccn1)c1cc(C2CC2)nc2ccccc12	14	0.86	22	-2	-1	16	10	-9	-8
Cc1nn(C)c(C)c1/C=C/C(=O)c1ccc(Cl)cc1Cl	2	0.98	-21	-7	2	17	20	10	7
CCOCCn1c(=O)c2c(nc3n2CCN3c2ccc(CC)cc2)n(C)c1=O	-2	1	6	0	-2	-3	-7	2	-6
O=C(NCC1c2ccccc2CCN1C(=O)CN1C(=O)c2ccccc2C1=O)C1CCCCC1 (stereo not drawn)	0	1	15	0	-1	7	11	-6	-3
S=C(Nc1cccc(Cl)c1Cl)N1CCC2(CC1)OCCO2	-12	1.1	10	1	24	-14	-9	9	-19
COc1ccc(Nc2ncccc2C(=O)Nc2ccccc2)cc1	2	0.98	32	0	3	28	13	2	2
CC1CCCCN1C(=O)N[C@@H](Cc1ccccc1)C(=O)O (stereo partly drawn)	-5	1.1	4	6	4	11	-16	7	-2
Cc1noc(C)c1COC(=O)c1ccccc1Oc1ccccc1	2	0.98	-12	1	-6	37	-24	0	-7
CC(=O)Nc1ccc(C(=O)NCC2CCCCC2)cc1	1	0.99	3	-2	4	-8	-4	1	-1
O=C(CCS(=O)(=O)c1ccccc1)Nc1ccccc1-c1nc2ccccc2s1	10	0.9	-5	2	0	10	-14	-2	6
O=c1oc(CCCO)cc2ccc(C#Cc3cccnc3)cc12	12	0.88	18	-2	0	9	0	-8	5
COc1cccc(/C=N/Nc2nccnc2Cl)c1O	2	0.98	39	-4	1	15	17	-85	-2
CCCn1c(CN(Cc2ccccc2)Cc2ccccc2)nc2c1c(=O)n(C)c(=O)n2C	2	0.98	22	-6	-4	5	3	12	-5
O=C(CN1C(=O)NC2(CCCCC2)C1=O)Nc1ccccc1N1CCCCC1	-4	1	9	4	-2	10	0	8	-7
CCCCc1cc(=O)oc2cc(C)c(CN3CCCC3)c(O)c12	1	0.99	4	-5	4	5	1	-39	-1
CCN1CCN(c2ccc(N3CCN(S(=O)(=O)c4ccc(C)c([N+](=O)[O-])c4)CC3)nn2)CC1	8	0.93	-28	-3	3	23	4	-8	-3
CC1Cc2ccccc2N1C(=O)c1ccc(N2CCCC2)c([N+](=O)[O-])c1 (stereo not drawn)	13	0.87	33	-3	-3	18	4	-24	-7
COc1ccc(CNC(=O)C2CCCN(S(=O)(=O)N3CCC(C)CC3)C2)c(OC)c1 (stereo not drawn)	-1	1	-8	-4	-1	0	11	0	3
O=C(NCCN1CCN(c2ccccc2)CC1)Nc1cccc(Br)c1	-28	1.3	16	-3	-3	10	15	-14	3
COc1ccc(NC(=O)C2=CC(c3ccc(C)cc3)=NS(=O)(=O)N2C)cc1	12	0.89	-8	-3	-3	11	-2	9	0
Cc1ccc2nc(NC(=O)CSc3nnc(C)c(=O)n3N)sc2c1	-2	1	-4	0	-3	-9	3	5	-7
O=C(O)c1ccc(CNCc2cccc(Cl)c2)cc1	-6	1.1	19	-2	2	18	-10	-19	-4
CCN(CC)S(=O)(=O)c1cccc(NC(=O)COc2ccc(F)cc2Br)c1	-36	1.4	32	-3	5	6	35	-3	-3
O=C(Cn1c(C2CC2)nc2ccccc2c1=O)Nc1ccc(Br)cc1	-11	1.1	5	-4	-2	14	36	11	-5
CC(C)CCn1c(=O)c2ccccc2c2ccccc2c1=O	-8	1.1	8	0	-1	8	-4	9	-3
O=C(Nc1ccc2oc(-c3ccccc3F)nc2c1)c1ccc2c(c1)OCCO2	-5	1	39	-4	3	20	46*	-9	-3
CC1CC1C(=O)OCc1cc(=O)n2cc(Br)ccc2n1 (stereo not drawn)	10	0.9	13	-2	1	8	-20	-3	3
COc1cccc(CNS(=O)(=O)c2csc(C(N)=O)c2)c1	-2	1	-2	-3	-3	3	4	13	8
O=S(=O)(Cc1ccccc1)c1nc2ccccc2n1Cc1ccccn1	1	0.99	36	0	4	6	26	2	6
O=C(Nc1cc(C(F)(F)F)ccc1N1CCCCC1)c1ccc(Br)o1	7	0.93	8	-4	3	13	-23	4	-3
COC(=O)Cc1c[nH]c2ccc(OCC(O)CNC(C)C)cc12 (stereo not drawn)	-10	1.1	4	-1	5	3	-5	5	2
O=C(Nc1cccc(NC(=O)c2ccc(Br)cc2)c1)c1ccccc1	3	0.97	16	0	2	2	2	-1	6
O=C(NCC1CCCN(C(=O)CN2CCCCC2)C1)c1ccccc1Cl (stereo not drawn)	-6	1.1	7	-1	1	-6	-6	1	-5
Cc1ccc(C(=O)Nc2nnc(S(=O)(=O)N3CCC(C)CC3)s2)cc1	-3	1	15	-2	1	3	13	6	6
CCCCN(C(=O)CCC(=O)Nc1cc(C)on1)C(C(=O)NC(C)(C)C)c1ccccc1Cl (stereo not drawn)	-4	1	8	-1	3	11	13	2	2
O=C1CCCN1CCCNC(=S)Nc1ccc(Br)cc1Cl	0	1	-9	-1	1	16	-8	-3	-4
COc1ccccc1OCCNC(=O)CC(NC(C)=O)c1ccccc1 (stereo not drawn)	4	0.96	-14	4	-3	10	0	18	-1
CCOC(=O)c1cnc(SCC(=O)N2CCN(C(=O)c3ccco3)CC2)nc1N	-6	1.1	2	-2	2	-18	3	4	2
Cc1ccc(C)c(S(=O)(=O)N2CCN(CC(=O)N3CCc4ccccc4C3)CC2)c1	0	1	9	2	-5	23	15	-3	-7
COc1cccc(/C=C(/CC(=O)Nc2ccc(N3CCOCC3)cc2)c2nc3ccccc3s2)c1	28	0.72	29	-1	-3	-3	12	-5	-6
CCOc1ccc(N2CSC(=S)N(c3ccc(OCC)cc3)C2)cc1	9	0.91	-12	-3	-5	15	-17	-3	-3
